aSyn tox rescue: alpha-synuclein toxicity suppression in yeast | 94,000 tested, 0.02% active | S. cerevisiae alpha-synuclein toxicity rescue, BacTiter-Glo growth, 24 h | Potency, µM (titrated, usually from 46.1 µM), inactives show at the highest dose growth rescue (activation), most hits filed as activators | AID 1347070; active means well fitted activation curve with a large enough effect; further: 0% is about no effect
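Growth restoration measured by BacTiter-Glo luminescence after 24 hr at 30 deg C; alpha-synuclein yeast, raffinose-pregrown to mid-log, were added at OD600=0.02 in galactose medium onto pinned compounds.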
The depositor's hits bear a star; & = joins results of further samples; [ ] = remark or other dose. Potency means the concentration at half of the fitted maximal effect. These rows are one share of the data. The share of hits here may be higher or lower than overall.

How did COc1ccc(Cl)cc1C(=O)NCC(c1ccc(N(C)C)cc1)N1CCCC1 (stereo unspecified) do in these assays?
aSyn tox rescue: -4%

How did CCCCN(C(=O)C1CC(=O)N(c2ccc3c(c2)OCCO3)C1)c1c(N)n(CCCC)c(=O)[nH]c1=O (stereo unspecified) do in these assays?
aSyn tox rescue: 1%

Results for Cn1c(=O)c2c(ncn2CC(=O)Nc2cc(Cl)cc(Cl)c2)n(C)c1=O ?
aSyn tox rescue: -8%

How did COc1ccc(Nc2ncnc3sccc23)c(OC)c1 do in these assays?
aSyn tox rescue: -5%

Results for CC1CCC(NC(=O)c2cc3c(Cl)nc4ccccc4c3s2)CC1 (stereo unspecified) ?
aSyn tox rescue: 0%

How did COc1ccc(N(CC(=O)NCCc2cccc(C)c2)S(=O)(=O)c2c(C)noc2C)cc1 do in these assays?
aSyn tox rescue: 5%

What do the screens show for `CCC1CCCCN1C(=O)Cn1c(=O)n(CCCCCC(=O)NCc2ccc(F)cc2)c(=O)c2sccc21` (stereo unspecified)?
aSyn tox rescue: -5%

How did O=C1COc2ccc(C(=O)C[n+]3cccc(O)c3)cc2N1 do in these assays?
aSyn tox rescue: 6%

What do the screens show for `O=C(COc1ccccc1)Nc1sc2c(c1C(=O)Nc1ccccc1Cl)CCCCC2`?
aSyn tox rescue: 2%

What do the screens show for `O=C(CSc1n[nH]c(-c2ccccc2)n1)N1CCN(c2ccc(F)cc2)CC1`?
aSyn tox rescue: 2%

How did COc1ccc(N2C[C@H](CSC)[C@@H](CC(=O)Nc3ccc(Br)cc3)C2=O)cc1 do in these assays?
aSyn tox rescue: -5%

Results for CC(C)(C)c1ccc(C(=O)Nc2ccc(-c3nc4ccccc4o3)c(O)c2)cc1 ?
aSyn tox rescue: -2%

What do the screens show for `CN(C)c1ccc(C=NN2C(=O)CSC2=S)c(Cl)c1`?
aSyn tox rescue: -1%

Results for C[C@@H]1CN([C@@H](C)CO)S(=O)(=O)c2ccc(Br)cc2O[C@H]1CN(C)C(=O)c1ccccc1 ?
aSyn tox rescue: 11%

Results for COc1ccccc1Cc1nc2ccccc2nc1SCC(=O)N1CCc2ccccc21 ?
aSyn tox rescue: 4%

How did COc1ccc(C(=O)NC(C)CCc2ccccc2)c(O)c1 (stereo unspecified) do in these assays?
aSyn tox rescue: -17%

Results for C/C(=N\Nc1nc(N)cc(Cl)n1)c1ccc(Cl)c(Cl)c1 ?
aSyn tox rescue: -5%

How did CC(C)Nc1cc(N2CCN(C3CCCCC3)CC2)c2noc3c2c1C(=O)c1ccccc1-3 do in these assays?
aSyn tox rescue: -7%

Results for Cc1ccc(N2CCN(S(=O)(=O)c3nnc(NC(=O)c4cccc(F)c4)s3)CC2)cc1 ?
aSyn tox rescue: -1%

What do the screens show for `Cc1csc(NS(=O)(=O)c2cccc([N+](=O)[O-])c2)n1`?
aSyn tox rescue: 3%

Results for COc1cccc(CCNc2ncnc3c2nnn3C)c1 ?
aSyn tox rescue: -1%

What do the screens show for `C=CCNC(=S)N1CCN(c2ccccc2Cl)CC1`?
aSyn tox rescue: -9%

How did CCN(C(=O)COC(=O)C12CC3CC(CC(NC(C)=O)(C3)C1)C2)C1CCCCC1 do in these assays?
aSyn tox rescue: 0%

What do the screens show for `Cc1ccc(C(=O)NNC(=O)c2ccc(C)cc2)cc1`?
aSyn tox rescue: 3%

Results for Cc1ccc(OC(C)C(=O)N2CC(=O)Nc3ccccc32)cc1 (stereo unspecified) ?
aSyn tox rescue: 9%

What do the screens show for `COc1ccc(OC)c(Nc2sc(C(=O)c3ccccc3)c(N)c2S(=O)(=O)c2ccccc2)c1`?
aSyn tox rescue: 6%

What do the screens show for `Cc1ccc(NC(=O)COc2ccc3oc4c(c3c2)CCCC4)cc1C`?
aSyn tox rescue: 6%

How did Cc1ccc(-n2cnc3cc(C(=O)NCc4ccc(F)cc4)ccc32)c(C)c1 do in these assays?
aSyn tox rescue: 17%

How did CN(C)c1ccc(/C=C/c2nc3ccccc3c(=O)[nH]2)cc1 do in these assays?
aSyn tox rescue: -32%[inhibitor]

What do the screens show for `Cc1cc2c(cc1NS(=O)(=O)c1ccc(F)cc1)n(C)c(=O)c(=O)n2C`?
aSyn tox rescue: 2%

Results for Cc1ccc(CNC(=O)c2cc(C3CC3)nc3c2c(C)nn3-c2cccc(Cl)c2C)cc1 ?
aSyn tox rescue: -3%

Results for Cc1oc2ccc(O)c(CN3CCCC3)c2c1C(=O)Nc1cccc(Cl)c1C ?
aSyn tox rescue: 6%

Results for CCc1nn(CCCC(=O)N2CCN(c3ccc(OC)cc3)CC2)c(=O)c2cc3occc3n12 ?
aSyn tox rescue: 1%

What do the screens show for `CC(=O)c1ccc(NC(=O)c2cccc(NC(=O)N3CCSc4ncccc43)c2)cc1`?
aSyn tox rescue: 1%

What do the screens show for `CC(C)(C)C1CCc2c(sc3nc(-c4cc5cc(Cl)ccc5oc4=O)[nH]c(=O)c23)C1` (stereo unspecified)?
aSyn tox rescue: -8%

What do the screens show for `CCc1nn(CC(=O)N(C)Cc2ccccc2)c(=O)c2cc3sccc3n12`?
aSyn tox rescue: 6%

What do the screens show for `COc1ccc(S(=O)(=O)NCc2csc(-c3cccnc3)n2)cc1`?
aSyn tox rescue: 0%

Results for CC(C)N(C(=O)COC(=O)c1cccc(S(=O)(=O)N2CC3(C)CC2CC(C)(C)C3)c1)C(C)C (stereo unspecified) ?
aSyn tox rescue: -19%

Results for Cc1ccc(C(=O)CCC(=O)OCC(=O)Nc2cc(S(=O)(=O)N(C)C)ccc2C)cc1 ?
aSyn tox rescue: 7%

How did O=C(NNC(=S)Nc1ccccc1)c1ccc2ncccc2c1 do in these assays?
aSyn tox rescue: -20%

How did Cc1ccc(-c2nc3ccccc3o2)cc1NC(=O)Cc1ccc(Cl)cc1 do in these assays?
aSyn tox rescue: -3%

Results for CCSC1=NC2(CCN(C(=O)NC3CCCCC3)CC2)N=C1c1ccc(C)c(C)c1 ?
aSyn tox rescue: 14%

How did CC(C)CN(C(=O)COC(=O)CNC(=O)c1ccccc1)c1c(N)n(Cc2ccccc2)c(=O)[nH]c1=O do in these assays?
aSyn tox rescue: 2%

Results for CCCN(CC(=O)Nc1ccccc1C)C(=O)c1ccc(N2CCCC(C)C2)c([N+](=O)[O-])c1 (stereo unspecified) ?
aSyn tox rescue: 8%

Results for O=C(COc1ccccc1)NCCSCc1ccccc1Cl ?
aSyn tox rescue: 9%

How did COc1cccc(-n2c(SCC(=O)c3ccccc3)nc3c([nH]c4ccccc43)c2=O)c1 do in these assays?
aSyn tox rescue: -11%

How did COc1ccccc1N1CCN(C(CNC(=O)C(=O)NCCN(C)C)c2cccnc2)CC1 (stereo unspecified) do in these assays?
aSyn tox rescue: 2%

Results for CCOCCCNC(=O)c1cc2c(=O)[nH]c3ccccc3c2n1C ?
aSyn tox rescue: -12%

Quoted at random: 6 records from the list, in no set order.
What do the screens show for `COc1ccc(S(=O)(=O)NCc2csc(-c3cccnc3)n2)cc1`?
aSyn tox rescue: 0%

Results for CCSC1=NC2(CCN(C(=O)NC3CCCCC3)CC2)N=C1c1ccc(C)c(C)c1 ?
aSyn tox rescue: 14%

Results for CCCN(CC(=O)Nc1ccccc1C)C(=O)c1ccc(N2CCCC(C)C2)c([N+](=O)[O-])c1 (stereo unspecified) ?
aSyn tox rescue: 8%

How did Cc1ccc(-c2nc3ccccc3o2)cc1NC(=O)Cc1ccc(Cl)cc1 do in these assays?
aSyn tox rescue: -3%

Results for CC(C)N(C(=O)COC(=O)c1cccc(S(=O)(=O)N2CC3(C)CC2CC(C)(C)C3)c1)C(C)C (stereo unspecified) ?
aSyn tox rescue: -19%

Results for Cc1ccc(C(=O)CCC(=O)OCC(=O)Nc2cc(S(=O)(=O)N(C)C)ccc2C)cc1 ?
aSyn tox rescue: 7%

Of the compounds above, two contain a nitro group on carbon.
What do the screens show for `Cc1csc(NS(=O)(=O)c2cccc([N+](=O)[O-])c2)n1`?
aSyn tox rescue: 3%

Results for CCCN(CC(=O)Nc1ccccc1C)C(=O)c1ccc(N2CCCC(C)C2)c([N+](=O)[O-])c1 (stereo unspecified) ?
aSyn tox rescue: 8%

Following part:
What do the screens show for `CCC1CN(C(=O)N2CCC(C(=O)N3CCN(c4ccccc4)CC3)CC2)c2ccccc2O1` (stereo unspecified)?
aSyn tox rescue: 5%

What do the screens show for `CCCc1nn2c(=O)cc(COC(=O)c3cccs3)nc2s1`?
aSyn tox rescue: -2%

Results for CCCCN(CC)CCNC(=O)Cn1cc2c(n1)-c1c(oc(C(=O)N3CCCC3)c1C)CC2 ?
aSyn tox rescue: 4%

How did CCc1ccc(NC(=O)CSc2nc(-c3ccccc3)no2)cc1 do in these assays?
aSyn tox rescue: -6%

Results for O=C(NCC(c1ccco1)N1CCOCC1)c1ccc(F)cc1 (stereo unspecified) ?
aSyn tox rescue: 5%

Results for CC(C)Cn1c(N)c(C(=O)COC(=O)/C=C/c2cccs2)c(=O)n(C)c1=O ?
aSyn tox rescue: -8%

What do the screens show for `O=C(Nc1ccccc1)N(Cc1c[nH]c2ccccc12)C1CCCCCC1`?
aSyn tox rescue: 4%

How did O=C(NCc1ccccn1)c1ccccc1OCc1ccccc1Cl do in these assays?
aSyn tox rescue: 0%

What do the screens show for `CC(=O)c1cccc(-n2c(=O)c3c4c(sc3n(Cc3ccccc3Cl)c2=O)CN(C(C)=O)CC4)c1`?
aSyn tox rescue: -1%

Results for Nc1c(C(=O)NCc2ccc3c(c2)OCO3)nnn1Cc1cccc(F)c1 ?
aSyn tox rescue: 1%

What do the screens show for `COc1cccc(CNC(=O)c2ccc3c(c2)N(C)C(=O)C2CCCCN32)c1` (stereo unspecified)?
aSyn tox rescue: 12%

What do the screens show for `CCCCn1c(N)c(N(CC(C)C)C(=O)CCS(=O)(=O)c2ccc(C)cc2)c(=O)[nH]c1=O`?
aSyn tox rescue: -9%

How did CN1CCSc2ccc(C(=O)NCc3ccccc3F)cc21 do in these assays?
aSyn tox rescue: -7%&6%

What do the screens show for `COc1cccc(C(=O)N2c3nc(-c4ccco4)nn3C3(CCCCC3)[C@@H]3CCCC[C@@H]32)c1`?
aSyn tox rescue: 2%

How did Cc1ccc(CNC(=O)CCc2cn(Cc3ccc(C)cc3)c3ccccc23)cc1 do in these assays?
aSyn tox rescue: 1%

How did Cc1c(NC(=S)N/C(=N/S(=O)(=O)c2ccc(Cl)cc2)c2ccccc2)c(=O)n(-c2ccccc2)n1C do in these assays?
aSyn tox rescue: 5%

How did CCN(C(=O)COC(=O)CCc1ccccc1OC)c1c(N)n(Cc2ccccc2)c(=O)[nH]c1=O do in these assays?
aSyn tox rescue: -8%

What do the screens show for `CCNC(=O)c1ccc(=O)n(Cc2ccc(Cl)cc2Cl)c1`?
aSyn tox rescue: -5%

How did C[C@H]1CN([C@@H](C)CO)C(=O)CCCn2cc(nn2)CO[C@@H]1CN(C)S(=O)(=O)c1ccc(C#N)cc1 do in these assays?
aSyn tox rescue: -11%

What do the screens show for `CC(C)N(Cc1cnn(C)c1)Cc1nc(COc2ccccc2)no1`?
aSyn tox rescue: 2%

What do the screens show for `COCCNC(=O)c1cc(S(=O)(=O)N(C)C2CCCCC2)ccc1Cl`?
aSyn tox rescue: 9%

Results for CCC(=O)Nc1ccc(CC)cc1-c1nc2ccccc2n(CC(=O)c2ccc(OC)cc2)c1=O ?
aSyn tox rescue: -6%

Results for CCOC(=O)CNC(=O)c1cc2c(=O)n3cccc(C)c3nc2s1 ?
aSyn tox rescue: -11%

What do the screens show for `CN(CC(=O)Nc1ccc(OC(F)(F)F)cc1)C(=O)Cc1c(Cl)cccc1Cl`?
aSyn tox rescue: 4%

Results for Cc1sc(Cc2nc(O)cs2)nc1-c1ccccc1 ?
aSyn tox rescue: -16%

How did CC(=O)Nc1ccc(-c2nnc3n(Cc4ccc(C)cc4)c(=O)c4ccccc4n23)cc1 do in these assays?
aSyn tox rescue: -7%

Results for O=C(CSc1nnnn1-c1cccc(C(=O)O)c1)NC(c1ccccc1)c1ccccc1 ?
aSyn tox rescue: -17%

What do the screens show for `CCCCCC(=O)Nc1cc(S(=O)(=O)N2CCOCC2)ccc1Oc1ccc(OCC)cc1`?
aSyn tox rescue: -4%

What do the screens show for `COc1ccc(N2C(=O)/C(=C\c3ccco3)N=C2SCC(=O)NC(C)C)cc1Cl`?
aSyn tox rescue: 10%

What do the screens show for `CC(NC(=O)c1cccc(S(=O)(=O)N(C)C)c1)C1CC2CCC1C2` (stereo unspecified)?
aSyn tox rescue: 0%

What do the screens show for `Nc1c(C(=O)NCc2ccc(Cl)cc2)sc2nc(-c3ccc(F)cc3)ccc12`?
aSyn tox rescue: 9%

How did CCc1nnc(NC(=O)CSc2nc3c([nH]c4ccccc43)c(=O)n2-c2ccc(F)cc2)s1 do in these assays?
aSyn tox rescue: -8%

What do the screens show for `COc1cccc(-c2n[nH]c3c2C(c2cccc(O)c2)N(C)C3=O)c1` (stereo unspecified)?
aSyn tox rescue: -6%

How did Cc1ccc2c(c1)c1nnc(SCC(=O)N3CCCc4ccccc43)nc1n2CC(=O)O do in these assays?
aSyn tox rescue: 7%

How did CCOc1ccc(-c2cc3c(=O)n(CC(=O)NCc4ccc(F)cc4)ccn3n2)cc1 do in these assays?
aSyn tox rescue: -1%

What do the screens show for `CCCN(C(=O)COc1cc(=O)n(CC)c2ccccc12)c1ccc(C(C)C)cc1`?
aSyn tox rescue: 19%

How did Cc1ccc2nc(SCC(=O)c3c[nH]c4ccccc34)[nH]c2c1 do in these assays?
aSyn tox rescue: -3%

Results for O=C(NNC(=S)Nc1ccc(Br)cc1)c1cccnc1 ?
aSyn tox rescue: -6%

Bioassay records from PubChem BioAssay.
